Screening results: PubChem, National Center for Advancing Translational Sciences (NCATS)
HCMV inh = human cytomegalovirus inhibition | HFF cells, HCMV-luciferase reporter, 72 h; hits give low values | activity change, negative = inhibition, % at 57.5 µM | hit rate 4.5% among 410,000; in the data active = activity change below about -60%; inconclusive = no clear call, values can overlap the other calls; inactive = above about -39%
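Compounds were evaluated in HFFs infected with an HCMV luciferase reporter virus (MOI 1 PFU/cell). Luciferase in lysates collected 72 h post infection served as the replication measure.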
HCV inh = blocks hepatitis C virus; Huh7.5.1 HCVcc-Cre infection, luciferase reporter, 44 h; Potency, µM (doses to about 41.8 µM), inactives show at the highest dose activity change, negative = inhibition, usual class: inhibitors; hit rate 3.4% among 340,000; AID 651820; active = well fitted inhibition curve with a large enough effect; inconclusive = small, poorly fitted or top-dose-only effect, or another doubt; inactive = no such curve, though single readings can be large or run the other way; note: potency is the fitted concentration of half-maximal effect
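Reporter virus HCVcc-Cre (~0.5 moi) infects cells exposed to compound; seeding density 1,000 cells/well with 4 h settling beforehand. Luminescence, 15 sec read, taken 44 h post-infection following a 15 min RT substrate incubation.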
Starred values were filed as active, the others as inactive; ? = inconclusive; [ ] = remark or other dose. % is set by controls: 0 for no effect and ±100 for the full control effect. An excerpt; count on the stated rates, not on these rows.

SMILES | HCMV inh | HCV inh
COCCCN(C(=O)CSCC(=O)Nc1ccc(C)cc1)c1c(N)n(Cc2ccccc2)c(=O)[nH]c1=O | -7 | ?
O=C(O)C1=C[C@@H](c2ccccc2)C[C@@H](OCCCCO)O1 | -17 | 30%
Nc1cccc2c1C(=O)c1ccc(Cl)cc1C2=O | -1 | -21%
Cc1ccc(C)c(S(=O)(=O)N(C)c2ccc(OC(=O)C3CCN(C(=O)c4ccc(F)cc4)CC3)cc2)c1 | -84* | 12%
O=c1[nH]c(=S)[nH]cc1Oc1ccc(Cl)cc1 | -11 | 13%
Nc1ccc(S(=O)(=O)NN=Cc2ccccc2[N+](=O)[O-])cc1 | 9 | -8%
CC(=O)C1CCC2C(CCC3=CC(=O)CCC32)C1 (stereo not drawn) | -24 | 7%
CCC(=O)c1ccc(OCc2cn(CC(=O)c3ccc(O)cc3)nn2)cc1 | 4 | -1%[8.37 µM]
NS(=O)(=O)c1ccc(CNC(=S)Nc2cc(S(=O)(=O)N3CCOCC3)ccc2Cl)cc1 | 10 | 3%
CC(=O)[C@H]1CC[C@H]2[C@@H]3CC=C4C[C@@H](OS(=O)(=O)O)CC[C@]4(C)[C@H]3CC[C@]12C | -71* | 0%
CCC1(CC)NC(=S)NC1=S | 13 | 15%
O=C(NCc1ccccc1)C1=C[C@H](C2CCCCC2)C[C@H](OCCCCO)O1 | 4 | -4%
Cc1nc(NCc2ccco2)c2cn[nH]c2n1 | -3 | ?
CCCNC(=O)N1[C@H]2CC[C@@H]1C(C(=O)OC)=C(c1cc3ccccc3s1)C2 | -27 | ?
COc1ccc(S(=O)(=O)NCCCc2ccccc2)cc1 | 1 | ?
CCCCNC(=O)C1(N2C(=O)c3ccccc3C2=O)CCCC1 | 139 | 12%
Cc1ccc(/C=N/n2nnnc2N)cc1 | 33 | 18%
Cc1cc(C)nc(-n2nc(C)cc2NC(=O)c2cc3ccccc3oc2=O)n1 | -14 | -1%
O=C1NCCN(CC2CCN(CC3CCCC3)CC2)C1=O | 0 | -49%
C1CC(=NN=C2CCSCC2)CCS1 | 83 | -4%
Cc1cccc(/N=C/c2ccccn2)n1 | 20 | 41%[activator]
CC(=O)C1CCC2C3CCC4CC(OC(=O)CCC(=O)O)CCC4(C)C3C(=O)CC12C (stereo not drawn) | -37 | 0%
Cc1csc(N2CCCC2c2nc3cc(Cl)c(N4CCCCC4)cc3n2CCCO)n1 (stereo not drawn) | -36 | -8%
COc1ccc2c(c1)CC=C1C2CCC2(C)C(=O)C(=NO)CC12 (stereo not drawn) | 68 | -15%
CN1CCN(S(=O)(=O)c2ccc(C(=O)NC3CCCCC3)cc2)CC1 | 30 | 14%
Nc1ccc(C2(c3ccc(N)cc3)c3ccccc3C(=O)c3ccccc32)cc1 | 11 | -7%
O=c1oc2ccccc2c(O)c1Sc1ccc(Cl)cc1 | 7 | -5%
N#CC(=C(O)CN1CCN(c2ccccc2F)CC1)c1nc(-c2ccc(Cl)cc2)cs1 | -17 | -16%
COc1ccc(-c2c(C3=CCCCC3)oc3ccc(-c4ccc5c(c4)OCO5)cc23)cn1 | -9 | 8%
CC(CCC(=O)NN)C1CCC2C3CCC4CC(O)CCC4(C)C3CCC12C (stereo not drawn) | 2 | 12%
O=C(NCc1ccco1)c1cc(-c2ccccc2)nn1CC1CC(c2cccnc2)=NO1 (stereo not drawn) | 2 | -25%
CN(CC(=O)Nc1ccc(F)c(F)c1F)C(=O)c1cc(S(=O)(=O)N(C)C)ccc1N1CCCC1 | -11 | -26%
CC(=O)NC(c1cccc([N+](=O)[O-])c1)c1c(OC(C)=O)ccc2ccccc12 (stereo not drawn) | 10 | -24%
Clc1ccc(-n2nnnc2Sc2ncnc3sccc23)cc1 | -81* | ?
CN(C(=O)c1cccc(NC(=O)Cc2cccc(NC(=O)C3CCN(C(=O)C4CCCCC4)CC3)c2)c1)C1CCC1 | -25 | -15%
NP(=O)(Nc1ccccc1)Nc1ccccc1 | 6 | 9%

Structures shown so far that contain an NH in an aromatic ring, in the order listed:
SMILES | HCMV inh | HCV inh
COCCCN(C(=O)CSCC(=O)Nc1ccc(C)cc1)c1c(N)n(Cc2ccccc2)c(=O)[nH]c1=O | -7 | ?
O=c1[nH]c(=S)[nH]cc1Oc1ccc(Cl)cc1 | -11 | 13%
Cc1nc(NCc2ccco2)c2cn[nH]c2n1 | -3 | ?

Back to the main list, repeating the 3 entries before the break.
SMILES | HCMV inh | HCV inh
Clc1ccc(-n2nnnc2Sc2ncnc3sccc23)cc1 | -81* | ?
CN(C(=O)c1cccc(NC(=O)Cc2cccc(NC(=O)C3CCN(C(=O)C4CCCCC4)CC3)c2)c1)C1CCC1 | -25 | -15%
NP(=O)(Nc1ccccc1)Nc1ccccc1 | 6 | 9%
Cc1cc2ccccc2nc1-c1ccccc1F | -37 | -12%
O=C(C(=O)c1ccc(O)c(O)c1)c1ccc(O)c(O)c1 | 19 | 28%
CC[C@H](C)[C@H]1CNC(=O)C(=O)N1CC1CCN(CC2CCC(C)CC2)CC1 (stereo partly drawn) | -19 | -12%
O=C(NCCc1nnc2ccc(N3CCCC3)nn12)c1ccccc1 | 39 | 19%
C[C@H](NC(=O)COc1ccccc1)C(=O)OCC(=O)c1cc2ccccc2o1 | 9 | 12%
C[C@H]1[C@@H](c2ccccc2)Oc2ccc(Cl)cc2S(=O)(=O)N1Cc1ccc(F)cc1F | -15 | -9%
COc1ccc(/C=N\NC(=O)c2cccc(F)c2)cc1COc1ccccc1 | -86* | -18%
CCCCN1C=C(C(C)=O)C(=O)CC1 | -20 | 0%
CCOC(=O)c1cnc(Nc2nc3ccccc3o2)nc1CSc1nnc(C)s1 | 53 | -17%
CCOC(=O)C1=C(C(=O)OCC)N(Cc2ccccc2)CCC1=O | -12 | 15%
O=C1NC(=O)C2(CCN(c3ccccc3)CC2)C(=O)N1 | 1 | 11%
CN1OC[C@@H]2CN[C@H](c3ccccc3Br)C[C@@H]21 | -30 | 14%[8.37 µM]
CCCCCCCCN1[C@@H](CC(=O)OCC)c2ccc(C(F)(F)F)cc2S1(=O)=O | -7 | 10%
CC1CC(C)CN(c2nc3c(c(=O)n(C)c(=O)n3C)n2CCSc2nc3ccccc3o2)C1 (stereo not drawn) | 18 | 9%
CCOC(=O)Nc1ccc2c(c1)Cc1cc([N+](=O)[O-])ccc1-2 | -90* | ?
O=C(O)c1ccccc1C(=O)c1ccc2oc(=O)[nH]c2c1 | -12 | 19%
O=c1[nH]snc1-c1c(Cl)cccc1Cl | 14 | 23%
CCOC(=O)n1cnc2nc(N)nc(SC)c21 | 17 | 13%
C#CCNC(=O)C1=C[C@@H](c2ccc3c(c2)OCO3)C[C@@H](OCCCCO)O1 | -14 | 9%
CC(=O)Oc1cc(C(=O)OCC(=O)NC23CC4CC(CC(C4)C2)C3)cc(OC(C)=O)c1OC(C)=O | 0 | -22%
O=C(O)c1ccc([N+](=O)[O-])cc1-c1cc([N+](=O)[O-])ccc1C(=O)O | -33 | 2%
C[C@]12CCC3C(CC[C@H]4C[C@H](O)CC[C@]34C)C1C[C@H](O)[C@H]2O (stereo partly drawn) | -14 | 4%
Cc1cccc(OC(C)C(=O)Nc2ccc3c(c2)OCCO3)c1 (stereo not drawn) | 0 | 8%
CC(C(c1ccc2c(c1)OCO2)c1c(N)n(C)c(=O)n(C)c1=O)[N+](=O)[O-] (stereo not drawn) | -63* | -3%

Whole records, quoted from the list. Order of values: HCMV inh | HCV inh
Profile of CC(=O)C1CCC2C3CCC4CC(OC(=O)CCC(=O)O)CCC4(C)C3C(=O)CC12C (stereo not drawn) → -37 | 0%
Profile of O=C(NCc1ccccc1)C1=C[C@H](C2CCCCC2)C[C@H](OCCCCO)O1 → 4 | -4%
Profile of CC(=O)C1CCC2C(CCC3=CC(=O)CCC32)C1 (stereo not drawn) → -24 | 7%
Profile of CCC(=O)c1ccc(OCc2cn(CC(=O)c3ccc(O)cc3)nn2)cc1 → 4 | -1%[8.37 µM]
Profile of C[C@H]1[C@@H](c2ccccc2)Oc2ccc(Cl)cc2S(=O)(=O)N1Cc1ccc(F)cc1F → -15 | -9%

Continued:
SMILES | HCMV inh | HCV inh
C[n+]1c(-c2ccccc2)cc2c(=Cc3ccc([N+](=O)[O-])cc3)c3ccccc3n21 | -101* | ?
O=C(NC1CCCCCCC1)c1ccc(Br)cc1 | 76 | 2%
CC(=O)N1c2ccccc2S(=O)(=O)c2c1ccc1ccccc21 | -9 | -5%
CN(C)CCC1(C2=CCCC2)CC/C(=C/c2ccc(Cl)cc2)C1=O (stereo not drawn) | -86* | ?
COc1cccc(NC(=S)N2CCC(C(=O)c3ccc(F)cc3)CC2)c1 | 11 | -30%
CC12CCC(=O)C=C1CCC1C2CCC2(C)C1CC1C3C(=O)N(Cc4ccccc4)C(=O)C3CC(=O)C12 (stereo not drawn) | -39 | ?
CN(C)c1cccc(C(=O)N/N=C/c2ccoc2)c1 | 20 | 10%
C/C(=N\NC(=O)c1ccc(O)cc1)c1cccc(NC(=O)c2ccc(Cl)cc2)c1 | 51 | -23%
Cc1ccc(CNCCCn2cnc3c(OCc4ccccc4)ncnc32)o1 | 4 | -8%[8.37 µM]
NC(=O)/C(=C\c1ccco1)NC(=O)c1ccc(Br)o1 | 86 | 9%
COc1ccc(CNC(=O)C2(CC3CC(c4ccccc4)=NO3)CCN(C(=O)C3(C)CC3)CC2)cc1 (stereo not drawn) | -36 | -2%
CC/C(=C\c1ccc(Cl)cc1)c1ccncc1 | -30 | 8%
O=C(O)C(c1ccccc1)C1CCCCC1O (stereo not drawn) | 19 | 14%
CCOC(=O)C1=NN(c2ccccc2)C2=NC(C)=C(C(=O)OC)C(c3cccs3)N12 (stereo not drawn) | 67 | -8%
CCC(=O)c1cc(Br)ccc1OCC(=O)N1CCN(S(=O)(=O)c2ccccc2)CC1 | ? | ?
O=[N+]([O-])c1cccc(N=Cc2ccccc2)c1 | -16 | 5%
CC(C)(C)OC(=O)N(CCc1ccccc1)Cc1ccccc1OCc1cccc(NC(=O)C2CCCC2)c1 | -10 | -29%
CCn1c(SCC(=O)c2cc(OC)ccc2OC)nnc1-c1ccncc1 | 16 | ?
COc1ccc(C(=O)NCc2csc(C)n2)cc1OC1CCN(C(C)=O)CC1 | -6 | 20%
COc1ccc2c(c1O)C13CCN(C)C(C2)C1CCC(=O)C3 (stereo not drawn) | 13 | 3%
CC1C(=O)OC2CCN3CC4OC4(COC(=O)C(C)(O)C1(C)O)C23 (stereo not drawn) | 18 | -2%
CCOC(=O)c1nn(C)c2[nH]c(=O)n(C)c(=O)c12 | -14 | 19%
N#CC1C(=N)Cc2ccccc2-c2ccccc21 (stereo not drawn) | -6 | -12%
[O-]C(=C(C(=S)Nc1cccc2ccccc12)[n+]1cccc(CO)c1)c1ccc(Cl)s1 | 13 | 7.9µM*
NC(=O)c1cc(Sc2ccccc2)nc2ccccc12 | -38 | -16%
O=C(NCCOc1ccccc1)[C@@H]1CCCN1C(=O)c1cccs1 | -18 | 0%
O=C(Cn1nc(-c2ccccc2)ccc1=O)N1CCOCC1 | 110 | 4%
CN(C(=O)c1cccc(NC(=O)Cc2ccc(NC(=O)C3CCN(C(=O)C4CCC4)CC3)cc2)c1)C1CC1 | 18 | -8%
Cc1cc(C)c(C)c(C(=O)C(=O)c2ccccc2)c1 | 42 | 19%

In the list so far, 2 have a cyano group.
SMILES | HCMV inh | HCV inh
N#CC(=C(O)CN1CCN(c2ccccc2F)CC1)c1nc(-c2ccc(Cl)cc2)cs1 | -17 | -16%
N#CC1C(=N)Cc2ccccc2-c2ccccc21 (stereo not drawn) | -6 | -12%
